Bioassay records as filed in PubChem BioAssay.
14-3-3g Raf = modulators of human 14-3-3 gamma - Raf peptide interaction; AID 422; inhibition, % at 40 µM; actives 0.19% (n = 160,000); P61981; FP, 14-3-3gamma / TMR-pS259-Raf peptide binding; in the data active means inhibition above about 30%;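 further: 0% = protein plus tracer without compound and 100% = blank with tracer alone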
Target sequence (P61981 whole entry, looked up): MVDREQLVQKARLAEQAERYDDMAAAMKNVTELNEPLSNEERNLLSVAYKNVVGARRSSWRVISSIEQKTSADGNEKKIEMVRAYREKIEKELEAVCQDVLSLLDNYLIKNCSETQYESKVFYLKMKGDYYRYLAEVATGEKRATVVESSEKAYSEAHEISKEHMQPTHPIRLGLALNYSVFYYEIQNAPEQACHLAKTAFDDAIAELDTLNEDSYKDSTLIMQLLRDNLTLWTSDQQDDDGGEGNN
* = called active by the depositor; & = joins results of further samples. A portion of the library; the hit share may differ from the screen's.

SMILES | 14-3-3g Raf
Cc1cc(F)ccc1NC(=O)c1sc2nc(-c3cccs3)ccc2c1N | -8
Cc1nn(CCC#N)c2c1C1C(C2)C1(C)C (configuration not stated) | 12
CCOCCOC(=O)C1=C(C)NC2=C(C(=O)CC(c3ccc(Cl)cc3)C2)C1c1ccc(O)cc1 (configuration not stated) | 3
Cc1nn(C)c(C)c1CN(C)C(=O)c1cc2n(n1)C(C(F)(F)F)CC(c1cccs1)N2 (configuration not stated) | -4
Cc1ccc(NC(=O)CSc2nc(N)cc(=O)[nH]2)c(C)c1 | 2
CCOC(=O)c1cnc2ccc(OC)cc2c1Nc1cccc(Cl)c1 | -5
O=C(NCc1cccs1)c1cc(-c2ccc(Br)s2)nc2ccccc12 | -9
O=C(Nc1ccc(F)cc1)c1ccc2c(=O)n(CC3CCCO3)c(=S)[nH]c2c1 (configuration not stated) | 2
O=C(NCCN1CCOCC1)c1cccn2c(=O)c3cc(Cl)ccc3nc12 | -18
Cn1c(=O)c2c(nc(NCCCO)n2CCc2ccccc2)n(C)c1=O | -12
O=C(Nc1ccc(-c2nc3cc4ccccc4cc3[nH]2)cc1)c1cccc(Br)c1 | -8
Cc1cc(NS(=O)(=O)c2ccc(NC(=O)COc3ccccc3Cl)cc2)no1 | -2
COc1ccc(NS(=O)(=O)C2CCS(=O)(=O)C2)cc1 (configuration not stated) | -21
COc1ccc(-c2cc(C(F)(F)F)n3nc(C(=O)N4CCN(Cc5ccccc5)CC4)cc3n2)cc1 | -3
CCCN(c1ccc(C(C)C)cc1)S(=O)(=O)c1cccc2nsnc12 | 1
CCOC(=O)c1sc(NC(=O)c2ccc(Cc3ccccc3)cc2)nc1C | 6
COc1cccc(C2C3=C(CC(c4ccccc4)CC3=O)Nc3ccccc3N2C(=O)C2CC2)c1 (configuration not stated) | -1
Oc1ccc(Cl)cc1C=Nc1ccc2nc(-c3ccccc3)[nH]c2c1 | 30*
COC(=O)C1C(=O)C2=C(CC1C)NC(C)=C(C(=O)OC1CCCC1)C2c1ccc(C)o1 (configuration not stated) | -11
Cc1ccc(-c2cc3nc4c(c(=O)n3[nH]2)CCCC4)cc1 | -5
Cc1ccc(C2CC(C(F)(F)F)n3ncc(C(=O)Nc4cc(Cl)ccc4C)c3N2)cc1 (configuration not stated) | -9
CC(C)N1C(=O)CCC1C(=O)NCc1ccc2c(c1)OCO2 (configuration not stated) | -1
CSc1nnc(-c2ccco2)c(-c2ccco2)n1 | -12&-14
Cc1ccccc1N(Cc1nnc2n1CCCCC2)C(=O)Nc1ccccc1 | -7
CCOC(=O)c1c(C)n(C)c2ccc(OCC(O)CNC(CC)CO)cc12 (configuration not stated) | -7
Cc1cc([N+](=O)[O-])ccc1N1C(=O)C2C(c3ccc(F)cc3)OC3(C(=O)c4ccccc4C3=O)C2C1=O (configuration not stated) | -4
Cn1c(=O)c2c(nc(NC(Cc3ccccc3)C(=O)O)n2Cc2ccccc2)n(C)c1=O (configuration not stated) | 5
CSc1nnc(-c2ccc(S(=O)(=O)N3CCOCC3)cc2)n1CC1CCCO1 (configuration not stated) | -2
COc1cc(-c2nnc(SCC(=O)N3CCCC3)o2)cc(OC)c1OC | -5&1
Cc1cccc(N2C(=O)c3cccnc3C2=O)c1C | 8
O=C1C=C(NCCc2ccc(Cl)cc2)C2(CCCCC2)O1 | -2
O=C(COC(=O)C1CCCCC1C(=O)N1CCc2ccccc21)NCc1ccco1 (configuration not stated) | -7
C=C(C)c1cccc(C(C)(C)NC(=O)Nn2cnnc2)c1 | 0
CCOC(=O)c1c(NC(=O)c2ccccc2C(=O)O)sc2c1CCCC2 | 10
CC(C)OC(=O)c1cccc(C(=O)Oc2ccc(Br)cc2)n1 | -5
O=C(C1CC1)N1CCc2cc(S(=O)(=O)Nc3cccc(Cl)c3)ccc21 | -19
CCc1ccc(NC(=O)CSc2nnc(Cn3c(=O)sc4ccccc43)n2C)cc1 | 3
COC(=O)c1c(C)[nH]c(C)c1C(=O)c1ccccc1Cc1ccccc1 | -12
Cc1[nH]nc(N=Cc2c(O)n(C)c(=O)n(C)c2=O)c1-c1ccccc1 | 4
COc1ccc(OC)c(NC(=O)Cn2c(=O)n(-c3ccc(C)cc3)c(=O)c3ccccc32)c1 | 2
CCOc1ccc(-c2cc(C(N)=O)on2)cc1 | 5
Nc1ccc(-c2nc3c(Cl)cccc3[nH]2)cc1 | 9
Cc1ccc(C(=O)C2OC(=O)C(C)(C)C(=O)C2(C)C)cc1 (configuration not stated) | -8
Nc1ccccc1S(=O)(=O)NCC(=O)N1CCCC1 | -3
O=C1c2ccccc2CN1c1nccs1 | 1
O=C1C=C(NCC2CCCO2)C2(CCCCC2)O1 (configuration not stated) | -2
COC(=O)c1c(C)cc(C)n2c1nc1ccccc12 | 1
COC(=O)c1ccc(-n2c(C=Cc3ccccc3F)nc3ccccc3c2=O)cc1 | 7
CCC(=O)Nc1cc(C(=O)O)ccc1Sc1ccc(Br)cc1 | -3
COc1ccc(NC(=O)Nc2c(C)n(C)n(-c3ccccc3)c2=O)cc1 | 1
CCOC(=O)c1[nH]c(C)c(C(=O)N(C)C)c1C | -3
Clc1ccc(-n2ncc3c(NCc4ccco4)ncnc32)cc1 | -7&-6
COC(=O)C1=C(N)n2c(s/c(=C\c3cccnc3)c2=O)=C(C(=O)OC)C1c1cccnc1 (configuration not stated) | 1
N#Cc1c(NC(=O)CSC2=NCCS2)sc2c1CCCC2 | -58
C=C(C)CSc1nc(N)c2c3c(sc2n1)CCC3 | -3
CCN(CC)c1ncc(C)c(=O)[nH]1 | 12
COc1ccc(C2Nc3ccccc3C(=O)N2Cc2ccccc2)cc1CN1C(=O)c2ccccc2C1=O (configuration not stated) | -3
CCOc1cccc2cc(C(=O)Nc3nccs3)c(=Nc3cccc(Cl)c3)oc12 | -13
Cc1cc(NC(=O)CS(=O)(=O)c2cn(Cc3ccc(F)cc3)c3ccccc23)no1 | -2&0
O=C(NC1=NCCS1)c1ccc2c(c1)C(=O)N(Cc1ccco1)C2=O | -3
Continuation.
SMILES | 14-3-3g Raf
CCOC(=O)c1c(C)n(C)c2ccc(OCC(O)CN(CC)CC)cc12 (configuration not stated) | -5
O=C(Nc1nnc(COc2ccc(Br)cc2)s1)c1ccc2c(c1)OCO2 | -29
COc1ccc(OC)c(NC(=O)CC(Cc2ccccc2OC)C(=O)O)c1 (configuration not stated) | -2
CCOc1ccc(C2/C(=C(\O)c3c(C)[nH]c(C(=O)OC)c3C)C(=O)C(=O)N2CCN(C)C)cc1 (configuration not stated) | -4
Cc1cccc2cc(COC(=O)C(C)C)c(=O)[nH]c12 | -9
CCOc1cccc2c1OC1(C)CC2NC(=S)N1c1ccc(F)cc1 (configuration not stated) | 1
COC(=O)c1c(C)n(-c2ccc(OC)cc2)c2ccc(O)cc12 | -14
COc1ccccc1NC(=O)c1cc2cc(Br)ccc2oc1=O | -7
Cc1ccc2nsnc2c1S(=O)(=O)N1CCN(CCc2ccccc2)CC1 | -11
CC1CCCCN1C(=O)c1cnc2n(c1=O)CCS2 (configuration not stated) | 2
O=C(CCn1c(=S)[nH]c2cc3c(cc2c1=O)OCO3)NCCc1ccccc1 | -7
O=C(NCc1ccccc1)c1ccc(C2SCC(=O)N2Cc2ccccc2)cc1 (configuration not stated) | 5
Cc1c(Br)c([N+](=O)[O-])nn1CCCC(=O)Nc1sc2c(c1C(N)=O)CCCC2 | -7
Cn1cccc1C(=O)NC(=O)COC(=O)c1ccccc1O | -4
Cc1cc(N2C(=O)C(=O)/C(=C(/O)c3ccc(F)cc3)C2c2ccc(Cl)cc2)no1 (configuration not stated) | -3
Cc1nnc(NC(=O)c2ccc(-c3cccc(C(F)(F)F)c3)o2)s1 | 3
CCN1C(=O)c2cccc3c(S(=O)(=O)Nc4cc(C)ccn4)ccc1c23 | -9
O=C(Nc1ccccc1)N1CCC(C(=O)N(Cc2ccco2)Cc2cccs2)CC1 | 0
O=C(Nc1ccccc1F)c1ccn[nH]1 | -4
CCOc1ccc(C(=O)Nc2c3c(nn2-c2ccc([N+](=O)[O-])cc2)CS(=O)(=O)C3)cc1OCC | -2
CCCCOc1ccc(C(=O)Nc2ccc(Cl)c(-c3nc4ncccc4o3)c2)cc1 | -3
CCOC(=O)c1ccc(Nc2nc(-c3cc4cccc(OC)c4oc3=O)cs2)cc1 | -24
COc1cccc(C2N(c3ccc(Cl)c(Cl)c3)C(=O)C3CCCN32)c1OC (configuration not stated) | 0
C=CCn1c(SCC(N)=O)nc2c(c1=O)C1(CCCCC1)Cc1ccccc1-2 | -7
O=[N+]([O-])c1c(Cl)cc(O)c2c1C1C=CCC1C(c1ccc(Br)cc1)N2 (configuration not stated) | -2
COC(=O)c1ccc(C(=O)Nc2nc3ccc4nc(C)sc4c3s2)cc1 | -14
Cc1ccccc1CN(c1ccc(C(=O)N2CCCC2)cc1)S(C)(=O)=O | -10
CCCOC(=O)C1=C(C)NC2=C(C(=O)CC(c3cccs3)C2)C1c1ccc(C)o1 (configuration not stated) | -5
O=C(NCCCN1CCOCC1)c1cc2cc(Br)ccc2oc1=O | -14
CCOc1ccc(-c2nnc(SCC(=O)N3CCCC3)o2)cc1 | -5
Cc1ccc(-c2ccc(=O)n(CCC(=O)NCc3cccnc3)n2)cc1 | -2
CC(=O)Nc1ccc(S(=O)(=O)NCc2ccc(C(=O)NCc3ccc4c(c3)OCO4)cc2)cc1 | -1
CCCCOC(=O)c1sc2nc3c(c(-c4cccs4)c2c1N)CCCC3 | -2
O=C(CSc1nccn1-c1ccc(F)cc1)NCc1ccc2c(c1)OCO2 | 2&-3
Cc1cc(Nc2cccc(Cl)c2)nc(N2CCOCC2)n1 | -19
O=C(c1ccc(Br)cc1)N1CCN(c2ccc([N+](=O)[O-])c(N3CCCCC3)c2)CC1 | -4
CC(=O)Nc1ccc2nc(NC(=O)c3ccc([N+](=O)[O-])cc3)sc2c1 | 8
CCn1c(SCC(=O)N2CCCc3ccccc32)nc2ccccc2c1=O | 1
CC(=O)Nc1cc(C(=O)NCCc2ccc(C)cc2)ccc1S(=O)(=O)c1ccc(Cl)cc1 | -1
COc1ccc(C2CC(=O)N3CN(c4ccccc4F)CSC3=C2C#N)cc1OC (configuration not stated) | -7
CC(=O)Nc1cccc(-c2nc3ccc(NC(C)=O)cc3[nH]2)c1 | -3
Cc1ccc(C)c(NC(=O)c2cc(S(=O)(=O)N3CCCc4ccccc43)ccc2F)c1 | 10
CSc1cccc(NC(=O)Cc2c(C(=O)O)[nH]c3ccc(Cl)cc23)c1 | -4
O=C(O)CN1CCOCC1 | -5
CCOC(=O)c1nnn(-c2nonc2N)c1-c1ccc(OCC)cc1 | -6

15 neighbouring records from above, for reference:
SMILES | 14-3-3g Raf
Cc1ccc(-c2ccc(=O)n(CCC(=O)NCc3cccnc3)n2)cc1 | -2
CC(=O)Nc1ccc(S(=O)(=O)NCc2ccc(C(=O)NCc3ccc4c(c3)OCO4)cc2)cc1 | -1
CCCCOC(=O)c1sc2nc3c(c(-c4cccs4)c2c1N)CCCC3 | -2
O=C(CSc1nccn1-c1ccc(F)cc1)NCc1ccc2c(c1)OCO2 | 2&-3
Cc1cc(Nc2cccc(Cl)c2)nc(N2CCOCC2)n1 | -19
O=C(c1ccc(Br)cc1)N1CCN(c2ccc([N+](=O)[O-])c(N3CCCCC3)c2)CC1 | -4
CC(=O)Nc1ccc2nc(NC(=O)c3ccc([N+](=O)[O-])cc3)sc2c1 | 8
CCn1c(SCC(=O)N2CCCc3ccccc32)nc2ccccc2c1=O | 1
CC(=O)Nc1cc(C(=O)NCCc2ccc(C)cc2)ccc1S(=O)(=O)c1ccc(Cl)cc1 | -1
COc1ccc(C2CC(=O)N3CN(c4ccccc4F)CSC3=C2C#N)cc1OC (configuration not stated) | -7
CC(=O)Nc1cccc(-c2nc3ccc(NC(C)=O)cc3[nH]2)c1 | -3
Cc1ccc(C)c(NC(=O)c2cc(S(=O)(=O)N3CCCc4ccccc43)ccc2F)c1 | 10
CSc1cccc(NC(=O)Cc2c(C(=O)O)[nH]c3ccc(Cl)cc23)c1 | -4
O=C(O)CN1CCOCC1 | -5
CCOC(=O)c1nnn(-c2nonc2N)c1-c1ccc(OCC)cc1 | -6

Carrying on:
SMILES | 14-3-3g Raf
Cc1ccc(S(=O)(=O)N(CCc2ccccc2)CC(=O)Nc2ccc(Cl)cc2C)cc1 | 3
COc1ccc(S(=O)(=O)N2CCC(C(=O)NCc3ccccc3Cl)CC2)cc1 | -2
O=C(COC(=O)c1ccc(OC(=O)c2ccc([N+](=O)[O-])cc2)cc1)c1ccccc1 | -2
O=C(O)C1CCC(=O)N1C1c2ccccc2Oc2ccccc21 (configuration not stated) | -3&-4
COC(=O)c1c[nH]c2ccc(S(=O)(=O)N3CCCC3)cc2c1=O | -3
COc1cc(OC)c(C2=NOC(C(=O)O)C2)cc1Cl (configuration not stated) | -9
CCCCN(C)c1ncnc2c1sc1nc(N3CCOCC3)c3c(c12)CCCC3 | 2
COc1ccc(-n2nc3c(c2NC(=O)c2ccc(Br)cc2)CS(=O)C3)cc1 (configuration not stated) | -5
COc1ccc(N2C(=O)C3C4C=CC(C3C2=O)C2C3C(=O)N(c5ccc(OC)cc5)C(=O)C3C42)cc1 (configuration not stated) | -1
CSc1ccc(S(=O)(=O)Nc2cccc(F)c2)cc1 | -5
O=C(Nc1nnc(C23CC4CC(CC(C4)C2)C3)s1)C12CC3CC(CC(C3)C1)C2 | -5
O=C(CSc1cn(Cc2ccccc2Cl)c2ccccc12)N1CCCCCC1 | 1
COc1ccc(C2CC(=O)C3=C(C2)NC(C)=C(C(=O)OC(C)C)C3c2ccc(SC)cc2)cc1OC (configuration not stated) | 4
COc1ccc(C)cc1NC(=O)CNC(=O)Cn1ccc2ccccc2c1=O | 0
O=C(c1cc(-c2ccc(Cl)cc2)on1)N1CCCCCC1 | -15
Nc1cc(NCCO)ccc1[N+](=O)[O-] | 16
CCSc1nnc2c(n1)OC(c1cccc(C)c1OC(C)=O)N(C(C)=O)c1ccccc1-2 (configuration not stated) | -2
COc1cc(C(=S)N2CCOCC2)ccc1OC(=O)Cc1ccccc1 | -7
CC1=C(C(=O)Nc2cccc(C)c2C)C(c2ccccc2Br)NC(=O)N1 (configuration not stated) | -6
CC(CN1CCOCC1)C(=O)O (configuration not stated) | -7
Cc1ccccc1OCC(=O)Nc1cc(Oc2cncc(Cl)c2)cc([N+](=O)[O-])c1 | 3

Look-ups from the entries so far.
For 14-3-3g Raf, `CC1=C(C(=O)Nc2cccc(C)c2C)C(c2ccccc2Br)NC(=O)N1` (configuration not stated) shows -6
For 14-3-3g Raf, `CC(CN1CCOCC1)C(=O)O` (configuration not stated) shows -7
